Screening results: PubChem BioAssay, several laboratories
PKA-R1A activ: activators of PKA-R1A holoenzyme, primary screen, biochemical, fluorescence polarization, Cy5-IP20, bovine R1A, mouse PKAc; cAMP-dependent protein kinase type I-alpha regulatory subunit (Bos taurus) + …; PKA-R1A dissociation; scaled: DMSO 0%, 113 µM cGMP 100%; activation, % at 11.4 µM; 340,000 compounds, 0.083% hits; AID 504707, 2011;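 active = percent activation above the mean of all tested compounds plus 3 SD, cut at about 19% in these data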;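 also: higher means more PKAc released from R1A so a rise in polarization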
PfHsp90 yeast 2: growth inhibition of PfHsp90-expressing yeast, primary screen, antimalarial PfHsp90 inhibitor project, S. cerevisiae, BacTiter-Glo luminescence, single point, set 2; AID 504621, 2011; 310,000 compounds, 0.32% hits; inhibition, % at 9.4 µM; BacTiter-Glo ATP, 48 h; yeast lacking PDR1 and PDR3 efflux regulators;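 active = every replicate shows inhibition above about 80%, whatever the replicate mean, limit read from the data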;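 also: 0% = DMSO neutral controls and 100% = 20 µM radicicol positive controls; yeast relying on Plasmodium falciparum Hsp90 in place of its own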
Tat transport: E. coli Tat export inhibitors, primary screen, MC4100, TorA-mCherry reporter, fluorescence, single point. inhibition, % at 10 µM. 340,000 compounds, 0.036% hits. AID 488895, 2010;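 active = mean replicate inhibition at least 50% and at least half of replicates individually reaching 50%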;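 also: exported cargo escapes ClpAP degradation while cytoplasmic cargo is degraded and loses fluorescence; 0% = median of neutral control wells and 100% = median of NaSCN control wells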
Pemphigus Ab inh: inhibitors of pemphigus antibody binding to DSG3, primary screen, biochemical, bead-based, flow cytometry, scFv-GFP. Desmoglein-3 (Homo sapiens), P32926. DSG3-coupled beads, scFv-anti-DSG3-GFP binding; active compounds read low. binding (percent of control), % at 10 µM. 310,000 compounds, 0.48% hits. AID 588358, 2011;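 active = binding more than 3 SD below its plate's average and above zero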;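 also: hits lower antibody fragment binding to DSG3; some compounds called inactive have numbers as strong as hits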
Target sequence (P32926 whole entry, looked up, the tested form may be a part): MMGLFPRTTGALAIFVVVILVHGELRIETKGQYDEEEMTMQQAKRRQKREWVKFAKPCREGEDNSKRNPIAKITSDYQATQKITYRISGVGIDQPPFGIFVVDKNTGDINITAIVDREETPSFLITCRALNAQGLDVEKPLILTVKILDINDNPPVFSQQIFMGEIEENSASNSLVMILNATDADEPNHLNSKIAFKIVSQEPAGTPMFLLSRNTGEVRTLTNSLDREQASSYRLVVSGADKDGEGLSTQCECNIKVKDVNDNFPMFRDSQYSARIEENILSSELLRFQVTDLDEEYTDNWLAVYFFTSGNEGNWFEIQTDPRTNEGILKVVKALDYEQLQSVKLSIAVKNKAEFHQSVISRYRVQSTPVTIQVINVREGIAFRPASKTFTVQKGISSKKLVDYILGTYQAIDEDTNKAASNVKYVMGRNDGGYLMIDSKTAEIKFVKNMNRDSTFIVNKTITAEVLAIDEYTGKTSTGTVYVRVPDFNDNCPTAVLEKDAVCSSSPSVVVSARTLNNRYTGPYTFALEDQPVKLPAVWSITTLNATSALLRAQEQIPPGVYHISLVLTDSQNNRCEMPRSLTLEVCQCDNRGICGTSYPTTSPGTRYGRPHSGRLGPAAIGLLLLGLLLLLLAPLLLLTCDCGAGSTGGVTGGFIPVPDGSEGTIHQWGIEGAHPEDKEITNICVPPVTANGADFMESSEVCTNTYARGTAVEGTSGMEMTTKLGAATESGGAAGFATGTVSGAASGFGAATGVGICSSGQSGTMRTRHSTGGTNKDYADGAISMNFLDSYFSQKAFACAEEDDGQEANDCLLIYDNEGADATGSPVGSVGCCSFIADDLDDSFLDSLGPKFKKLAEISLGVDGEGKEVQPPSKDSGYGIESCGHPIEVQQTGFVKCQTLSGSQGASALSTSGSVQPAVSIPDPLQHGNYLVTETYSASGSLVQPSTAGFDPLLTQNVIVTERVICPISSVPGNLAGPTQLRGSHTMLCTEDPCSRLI
E coli growth: E. coli V3065 growth inhibition, primary screen, counter-screen for AddAB inhibitor project, absorbance, OD600 | 18 h | inhibition, % at 11.9 µM | 330,000 compounds, 0.27% hits;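 active = inhibition above the campaign's mean inhibition across all tested compounds plus 3 SD, cut at about 9.9% in these data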;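 also: uninfected addAB+ strain grown without phage in ampicillin broth; 0% = DMSO wells and 100% = ciprofloxacin 0.95 µg/ml wells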
OPRM1-OPRD1 ag: agonists of OPRM1-OPRD1 heterodimerization, primary screen, cell-based, luminescence | cells | activation, % at 9.3 µM | Mu-type opioid receptor (Homo sapiens) + Delta-type opioid receptor (Homo sapiens), … | 340,000 compounds, 0.3% hits; in the data active = activation above about 18%;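 also: 0% = vehicle-treated cells and 100% = reference agonist; values of inactives mirror those of a sister screen read the other way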
AddAB inh: growth inhibition of E. coli expressing H. pylori AddAB, primary screen, AddAB inhibitor project, absorbance; inhibition, % at 11.9 µM; 330,000 compounds, 0.29% hits; AID 435030, 2010; in the data active = inhibition above about 12%;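 also: 0% = vehicle wells of infected cells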
SUMO Mot1 rescue: yeast Mot1-301 growth rescue at high temperature, primary screen, SUMOylation pathway inhibitor project, S. cerevisiae, ATP luminescence, 38.5C. 320,000 compounds, 1% hits. growth rescue, % at 18.8 µM. S. cerevisiae Mot1-301 growth rescue; percent above DMSO median, 100 means doubled;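 active = every valid replicate shows activation above 250% relative to neutral control wells; inactive = the rest, any valid replicate at or below 250%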;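 also: OY570 slx delta 5 strain wells were the positive control but not used for scaling; some compounds called inactive have numbers as strong as hits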
MOR-DOR inv ag: inverse agonists of MOR-DOR heterodimerization, primary screen, cell-based, luminescence; Mu-type opioid receptor (Homo sapiens) + Delta-type opioid receptor (Homo sapiens), …; cell-based MOR-DOR heterodimer luminescence, inverse agonism; inhibition, % at 9.3 µM; 340,000 compounds, 0.21% hits; in the data active = inhibition above about 22%, passing the limit was not always enough;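 also: 0% = cells with DMSO and 100% = wells without cells with DMSO; values of inactives mirror those of a sister screen read the other way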
Arrestin-AP2 inh: inhibitors of beta-arrestin/AP2 binding, primary screen, biochemical, GPCR trafficking, flow cytometry; 340,000 compounds, 0.31% hits; AID 504490, 2011; beta-arrestin 1 C-terminal peptide binding to AP2 beta2-adaptin appendage (human); FITC-arrestin peptide / GST-AP2 beads; AP2 beta2 appendage carries R879A mutation; inhibition, % at 10 µM;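 active = inhibition above a set limit, near 3 SD of compounds lacking own fluorescence, cut at about 54% in these data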;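 also: plate controls were DMSO wells for no effect and 5 µM unlabelled arrestin peptide for full effect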
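Test system: GST-tagged AP2 beta2-adaptin appendage (R879A) on 4 µm glutathione beads; also added: fluorescein-tagged arrestin peptide at 50 nM final; timing: 12 min plus 1 h, RT; signal: flow cytometry, FL1 (488/535 nm); read-out: percent drop in bead-associated FITC signal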
phage Ecoli inh: growth loss of phage-infected E. coli, primary screen, RecBCD inhibitor project, absorbance, with phage, HTS | inhibition, % at 11.9 µM | 360,000 compounds, 0.26% hits; in the data active = inhibition above about 11%
An asterisk follows results filed as active; x = no result given; + = active, no number.

Order of values: PKA-R1A activ, PfHsp90 yeast 2, Tat transport, Pemphigus Ab inh, E coli growth, OPRM1-OPRD1 ag, AddAB inh, SUMO Mot1 rescue, MOR-DOR inv ag, Arrestin-AP2 inh, phage Ecoli inh
(1) CCOc1ccc2ncc(S(=O)(=O)c3ccccc3)c(N3CCN(c4ccccc4)CC3)c2c1
 : -4, 37, -5, 93, -0.8, 0.5, 1.2, -4, -3, 9, 1.5
(2) Cc1ccc(F)cc1NC(=O)COC(=O)c1ccc2ncsc2c1
 : 1, 8, -4, x, -1.2, -0.4, 1.1, -3, 2, 41, 1.0
(3) COc1ccc(Cc2nnc(NC(=O)Nc3ccccc3)s2)cc1OC
 : -5, -8, -5, 105, 0.6, -2.7, -3.2, 6, 13, -10, 0.9
(4) CN1C(=O)CSc2ccc(NC(=O)NCCC3=CCCCC3)cc21
 : 1, 5, -5, 122, 2.7, 1.1, 1.7, -7, -6, 17, 1.8
(5) COc1ccc(N2CCN(S(=O)(=O)c3ccc(Br)s3)CC2)cc1
 : -4, -10, -5, 100, -0.4, -4.3, 2.3, 664, 19, 23, 3.4
(6) COc1cccc(SCc2noc(C(=O)NCCCN3CCOCC3)c2C(=O)NCCCN2CCOCC2)c1
 : -18, 1, 2, 98, 1.6, -2.4, -0.5, -2, 14, -6, 2.5
(7) Cc1cccc(NC(=O)C2(c3cccs3)CCOCC2)n1
 : -13, -28, 3, 95, 0.3, -0.8, 3.6, -18, 5, 12, 2.8
(8) CCN(CC)CCCN1C(=O)C(=O)/C(=C(/O)c2ccccc2)C1c1cc(OC)ccc1OC (stereo unspecified)
 : 1, 3, -6, 108, -0.7, 2.7, 0.8, 685*, -16, -4, 1.7
(9) O=P(O)(CP(=O)(c1ccccc1)c1ccccc1)c1ccccc1O
 : -1, -13, -11, 99, 0.9, -1.6, 1.3, -4, 9, 2, -1.7
(10) Nc1nc(N)nc(-c2ccccc2-c2nc(N)nc(N)n2)n1
 : -2, 1, -3, 74*, -0.3, -0.6, 1.8, -25, 3, 0, 1.5
(11) CCOc1ncccc1C(=O)N1CCN(S(=O)(=O)c2ccccc2)CC1
 : -7, 19, 0, 105, -0.6, -0.1, 0.2, 3, 1, -3, 3.5
(12) CS(=O)(=O)N(CC(=O)N1CCc2ccccc2C1)Cc1ccc(F)cc1
 : -5, 4, 0, 105, x, -2.1, x, 1, 10, 2, 0.9
(13) Cc1ccc(N2C(=O)C(CN(C)C)C2c2ccccc2)cc1 (stereo unspecified)
 : -3, -9, 7, 99, 2.4, 1.7, 4.5, -7, -8, 7, 2.8
(14) CNC(=O)CC1C(=O)N(c2ccc(OC)cc2)C(=S)N1NC(=O)c1cccc(F)c1 (stereo unspecified)
 : x, x, x, 104, 0.0, x, 2.3, 102, x, 0, 1.6
(15) Cc1ccc(-n2nc(C)c3c(C)cc(=O)[nH]c32)cc1
 : -5, -2, -2, 97, 1.3, -2.1, 1.0, 890, 11, 10, 2.0
(16) COc1ccc(S(=O)(=O)N2CCCC2CNC(=O)C(=O)NCc2ccccc2Cl)cc1 (stereo unspecified)
 : -3, 4, 7, 96, 1.3, -3.4, 2.5, 16, 16, -1, 2.9
(17) CC(=O)N1c2ccc(S(=O)(=O)N3CCCCC3)cc2CC1C(=O)NCc1ccc(N(C)C)cc1 (stereo unspecified)
 : -12, 1, 5, x, 2.8, -0.8, -0.8, 10, 4, 12, 1.6
(18) CCOC(=O)c1c(C)n(OC)c2ccc3c(no[n+]3[O-])c12
 : 1, -23, 5, 101, -1.5, -3.2, 1.6, -14, 18, -54, 2.9
(19) COC(=O)N/N=C/c1c(C)c(C(=O)c2ccc(F)cc2)n2ccccc12
 : -6, 38, -2, 126, 2.6, -3.0, 1.5, -1, 16, 6, 2.5
(20) C#CCOCCOCCOCCNc1nc(N2CCOCC2)nc(N2CCN(C(=O)[C@H](CCCCN)n3cc([C@@H](N)C(C)CC)nn3)CC2)n1 (stereo partly specified)
 : 11, -6, 3, 98, -2.7, -2.7, 2.0, 5, 16, 6, 1.6
(21) O=C1NC(=S)N/C1=C/c1cccnc1
 : -1, -7, -4, 103, 4.1, -1.1, -0.2, 42, 6, -9, 3.2
(22) CCCCN1/C(=C/c2cccc[n+]2C)Sc2cc(NC(C)=O)ccc21
 : -7, 7, -6, 104, -2.3, -2.3, -1.7, -7, 11, -22, 0.6
(23) COc1ccc(C(=O)/C=C2/c3ccccc3CC(C)(C)N2C)cc1
 : 1, x, -6, 102, 1.4, -3.7, 2.0, 45, 20, 0, 0.9
(24) COc1cc(C)ccc1OCCCOc1c(Cl)cccc1Cl
 : -1, -12, 12, 98, 0.1, 3.0, 3.3, -3, -15, 38, 1.1
(25) CCc1nnc(NC(=O)CSc2ncc(-c3ccccc3)n2CC)s1
 : -1, x, 1, 104, -4.4, 0.7, -3.3, -9, -4, 7, 1.5
(26) CCN(CC)S(=O)(=O)c1cccc(-c2nnc(SCC(=O)N3CCC(C(=O)O)CC3)n2N)c1
 : -11, -2, -2, 97, 2.1, -1.3, 5.6, -6, 7, 10, 5.5
(27) Cc1ccc(S(=O)(=O)CC(C)(O)CS(=O)(=O)c2ccc(C)cc2)cc1
 : -3, 17, -2, 121, 0.1, -2.3, -0.8, 71, 12, 9, 0.9
(28) COc1ccc(OC)c(CCNC(=O)CCc2cn(C)c3ccccc23)c1
 : -5, -27, -2, 106, -3.6, -1.8, -0.3, -4, 9, 12, 2.8
(29) O=C(Cn1c2c(c(-c3ccccc3)cc1=O)CCCC2)N1CCCCCC1
 : 4, 14, 24, 112, -1.5, 3.4, -3.6, 221, -18, 3, 2.5
(30) COc1ccc(C2Nc3ccccc3C(=O)N2NS(=O)(=O)c2ccccc2)cc1OC (stereo unspecified)
 : -6, -8, -3, 95, -1.4, 0.5, 2.1, 5, -3, 11, 1.5
(31) COc1ccc(C(=O)N2CCCC(Nc3ccc(C)c(C)c3)C2)cc1F (stereo unspecified)
 : -9, 9, 4, 102, -1.4, -2.8, 1.6, 83, 14, 2, -1.8
(32) COc1ccc(C(C(=O)NC(C)(C)C)N(C(=O)CCC(=O)Nc2cc(C)on2)c2ccc(C)c(C)c2)cc1 (stereo unspecified)
 : 6, 24, 4, x, -1.5, -1.6, 1.4, 243, 9, 4, 0.1
(33) CN(C)CCOC(=O)C12CC3CC(C1)CC(C(=O)OCCN(C)C)(C3)C2
 : 2, 2, -10, 112, 0.4, -1.0, 1.9, 6, 5, 14, 3.0
(34) COCCNC(=O)CCn1nc(-c2ccc(C)cc2)ccc1=O
 : 7, 6, 4, 124, -2.4, -1.9, -1.0, 79, 9, 8, -0.9
(35) O=C1[C@H]2[C@@H](c3ccc(F)cc3)N3C(=O)N(c4cccc(Cl)c4)C(=O)[C@@]3(Cc3ccccc3)[C@H]2C(=O)N1C1CCCCC1
 : -2, 4, 0, 91, -0.7, 3.1, 2.8, 80, -17, 35, 2.2
(36) COc1ccccc1C1NC(=O)c2ccccc2O1 (stereo unspecified)
 : 1, -15, -1, 91, 3.8, -0.4, 5.2, 9, 2, 14, -0.2
(37) COc1cc(C(=O)NCC(=O)NNC(=O)C2COc3ccccc3O2)cc(OC)c1OC (stereo unspecified)
 : 4, -3, 9, 109, -1.1, -1.1, 2.9, -6, 4, 0, 0.1
(38) O=C(Nc1ccc(O)cc1C(=O)O)c1cccc(Br)c1
 : -6, -3, -1, 101, -0.4, -2.0, 0.5, -20, 12, 2, 0.4
(39) CCN(CC)CCn1c2c(c(SCC(=O)Nc3cccc4ccccc34)nc1=O)CCC2
 : -2, -5, -2, 112, 0.0, 4.1, 1.9, 543, -26, 5, 5.3
(40) CC(=O)c1cccc(NC(=O)CSc2nnc(C(C)N(C)C)n2-c2ccc(F)cc2)c1 (stereo unspecified)
 : 1, 18, 0, 99, -0.8, 0.8, 7.0, -13, -7, 8, 0.9
(41) Clc1ccc(C2=Nn3c(nnc3-c3n[nH]c4c3CCC4)SC2)cc1
 : -1, -14, -1, x, -0.5, -2.5, -0.3, -17, 10, -1, 2.5
(42) OC(CC#CCN1CCCC1)(c1ccccc1)c1ccccc1
 : 1, 0, 2, x, -0.4, -2.5, 0.6, 2, 12, -26, 0.7
(43) COCCn1c(SCC(=O)N2CCCC2)nnc1-c1ccoc1C
 : 3, 13, -2, 101, 0.2, -2.1, 1.1, +, 12, -4, 3.6
(44) Cc1ccc(Cl)cc1N(C(=O)c1csnn1)C(C(=O)NC1CCCC1)c1ccco1 (stereo unspecified)
 : -10, 25, -5, 92, 0.2, 1.0, -0.6, 27, -8, 6, 2.0
(45) CCOC(=O)N1CCN(S(=O)(=O)c2cccc3nsnc23)CC1
 : -9, -10, -1, x, -1.9, -1.4, 1.2, 15, 6, -13, 2.1
(46) CCC(=O)N1CCN(c2ccc(NC(=O)c3ccc(N4CCCC4)c([N+](=O)[O-])c3)cc2)CC1
 : -5, -2, -3, 82, 2.0, -0.9, 1.9, -10, 7, 10, 3.2
(47) Cc1cccc(-c2c3c(nc4c2c(=O)n(C)c(=O)n4C)-c2ccccc2C3O)c1 (stereo unspecified)
 : -10, -15, 4, 102, -0.8, -1.7, -0.1, 114, 9, -2, 3.6
(48) Cc1ccc(S(=O)(=O)NC(=O)Nc2cccc(C)n2)cc1
 : x, x, x, 111, -2.0, x, -1.3, -3, x, -5, 1.1
